Tau fibril FP = blocks human tau fibril formation measured by polarization | AID 1468 | P10636 | 0.39% of 280,000 active | K18 P301L tau heparin fibrillization, Alexa594 FP, 6 h | Potency, µM (doses to about 57.7 µM), for inactives: top-dose activity, negative = inhibition, hits mostly inhibitors; further: nearly all actives have a fitted effect of over 55% in size
Target sequence (P10636 561-689 P618L limits assumed): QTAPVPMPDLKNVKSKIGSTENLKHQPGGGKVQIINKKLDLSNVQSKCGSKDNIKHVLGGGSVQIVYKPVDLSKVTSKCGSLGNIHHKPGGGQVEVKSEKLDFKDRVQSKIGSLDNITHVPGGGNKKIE
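Heparin (20 uM) drove fibril formation of recombinant tau K18 P301L, 15 uM unlabeled with 0.24 uM Alexa 594 label, for 6 hr at 37 C in 100 mM sodium acetate pH 7. Fluorescence polarization (555/632 nm) read 1 hr after 30 uM ThT.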
Tau fluor counter = counter-screen for tau fibril formation inhibitors; tau K18 P301L Alexa594 fluorescence, heparin fibrillization; Potency, µM (top dose mostly 57.7 µM), for the others: top-dose activity change, negative = decrease; 0.93% of 280,000 active; AID 1463; further: nearly all actives have a fitted effect of over 55% in size
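Human tau K18 P301L (15 uM unlabeled, 0.24 uM Alexa 594-labeled) in 100 mM sodium acetate pH 7 with 20 uM heparin, 6 hr at 37 C. ThT 30 uM added, 1 hr ambient; Alexa 594 FP and total fluorescence read at 555/632 nm.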
TRb SRC2 PPI = disrupts binding of human TR beta to SRC2 | P10828 | 0.065% of 280,000 active | TRbeta-SRC2 peptide binding, fluorescence polarization; receptor liganded with 1 µM T3 | Potency, µM (series often up to 106 µM), for the others: top-dose activity change, negative = inhibition, actives largely listed as inhibitors;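 further: plate controls were bound peptide for no effect and peptide without receptor for full effect; nearly all actives have a fitted effect of over 50% in size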
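A fluorescence polarization screen tested compounds at multiple concentrations against complex formation between 0.6 uM TRb ligand-binding domain and 20 nM Texas Red SRC2 peptide, with 1 uM T3 present; readout after 5 hr.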
Tau fibril ThT = tau fibrillization inhibition (ThT binding) | AID 1460 | P10636 | 2.1% of 270,000 active | Potency, µM (doses to about 57.4 µM), without a hit: top-dose activity, negative = inhibition, usual class: inhibitors | recombinant tau K18 P301L (four-repeat tau fragment), heparin-induced fibrillization, ThT fluorescence; further: nearly all actives have a fitted effect of over 55% in size
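Heparin-induced fibrillization of the P301L-mutant K18 repeat-domain fragment of human tau was followed by ThT binding in quantitative high-throughput format.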
aGal spleen mod = inhibitors or activators of human alpha-galactosidase in spleen homogenate. P06280. human spleen homogenate, 4MU-alpha-Gal fluorescence, 40 min. Potency, µM (top dose mostly 80 µM), for the others: at the highest dose activity change, negative = inhibition, usual class: inhibitors. 0.008% of 240,000 active;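 further: 0% = enzyme with vehicle and -100% = no enzyme basal signal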
Target sequence (P06280 32-429 limits assumed): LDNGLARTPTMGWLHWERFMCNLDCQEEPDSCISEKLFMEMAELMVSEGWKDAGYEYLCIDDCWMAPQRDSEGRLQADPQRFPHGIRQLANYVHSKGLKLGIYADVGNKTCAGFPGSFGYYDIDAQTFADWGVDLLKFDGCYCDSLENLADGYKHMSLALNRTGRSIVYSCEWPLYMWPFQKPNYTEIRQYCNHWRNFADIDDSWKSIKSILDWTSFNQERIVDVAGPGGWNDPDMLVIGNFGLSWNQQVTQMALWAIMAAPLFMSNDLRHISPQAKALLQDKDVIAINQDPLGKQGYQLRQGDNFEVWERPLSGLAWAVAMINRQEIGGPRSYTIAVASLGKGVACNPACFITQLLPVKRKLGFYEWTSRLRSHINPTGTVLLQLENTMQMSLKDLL
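qHTS titration in buffer at pH 5.0. Alpha-galactosidase activity in spleen homogenate was measured via 4-methylumbelliferone release from 1 mM fluorogenic substrate after 40 min at 37C and a pH 10 stop. AC50 came from Hill fits of control-normalized data.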
ALDH1A1 block = ALDH1A1 (human) enzyme inhibition; Purified ALDH1A1, NADH fluorescence, propionaldehyde substrate; Potency, µM (doses to about 75.3 µM), for inactives: at the highest dose activity, negative = inhibition, actives largely listed as inhibitors; 7.3% of 220,000 active; AID 1030; active means well fitted inhibition curve with a large enough effect, not every such curve was filed as active; inconclusive means small, poorly fitted or top-dose-only effect, or another doubt; inactive means no such curve, though single readings can be large or run the other way;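 further: plate controls were no enzyme wells and a reference inhibitor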
Target sequence (P00352 whole entry, looked up): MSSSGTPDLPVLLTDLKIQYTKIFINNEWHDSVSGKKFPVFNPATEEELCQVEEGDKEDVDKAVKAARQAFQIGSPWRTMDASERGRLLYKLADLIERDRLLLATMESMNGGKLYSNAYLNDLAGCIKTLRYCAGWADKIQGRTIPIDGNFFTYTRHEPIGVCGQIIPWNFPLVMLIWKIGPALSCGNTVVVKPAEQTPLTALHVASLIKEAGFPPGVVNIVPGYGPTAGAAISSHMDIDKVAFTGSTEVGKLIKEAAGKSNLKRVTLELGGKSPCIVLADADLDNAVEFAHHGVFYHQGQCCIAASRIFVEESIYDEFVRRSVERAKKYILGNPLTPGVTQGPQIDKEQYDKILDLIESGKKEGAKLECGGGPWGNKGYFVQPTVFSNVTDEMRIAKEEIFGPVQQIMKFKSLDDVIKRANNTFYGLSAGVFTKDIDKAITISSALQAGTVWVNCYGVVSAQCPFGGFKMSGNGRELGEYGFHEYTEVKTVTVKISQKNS
L3MBTL1 block = inhibitors of human L3MBTL1. AlphaScreen L3MBTL1–H3K9me1 peptide binding. AID 485360. 0.66% of 230,000 active. Potency, µM (top dose mostly 57.1 µM), inactives show top-dose activity, negative = inhibition, actives largely listed as inhibitors; further: nearly all actives have a fitted effect of over 60% in size
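Read-out is AlphaScreen signal from streptavidin donor and nickel chelate acceptor beads (10 ug/mL final each) bridging L3MBTL1 (50 nM) and biotinylated K9-monomethylated H3(1-15) peptide (75 nM), after 30 min compound exposure at room temperature.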
TexasRed fluor = alters Texas Red total fluorescence, flagging assay interference | Potency, µM (series often up to 106 µM), inactives show at the highest dose fluorescence change, negative = quenching | 0.29% of 280,000 active | TRb/SRC2 Texas Red total fluorescence interference | AID 1479; active means well fitted curve in either direction with a large enough effect; inconclusive means small, poorly fitted or top-dose-only effect
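Flags fluorescent or light-absorbing compounds by total fluorescence, S + 2P, at 555 nm excitation and 632 nm emission. Mixture: 20 nM Texas Red SRC2 peptide, 0.6 uM human TRb LBD, 1 uM T3, 5% DMSO; compound exposure 5 h at ambient temperature.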
An asterisk follows results filed as active; ? = inconclusive; nt = no result given; & = joins results of further samples; [ ] = another dose, or the depositor's remark. Unless noted, the call rests on the fitted dose curve; in most records, active means well fitted curve in the direction sought with a large enough effect; inconclusive means small, poorly fitted or top-dose-only effect, or another doubt; inactive means no such curve, though single readings can be large; an effect the other way counts as inactive or inconclusive. Unless noted, on the % scale 0 is the no-effect control and ±100 the full control effect; potency means the concentration at half of the fitted maximal effect.

Letters – A = Tau fibril FP; B = Tau fluor counter; C = TRb SRC2 PPI; D = Tau fibril ThT; E = aGal spleen mod; F = ALDH1A1 block; G = L3MBTL1 block; H = TexasRed fluor
1. CCN(CC)S(=O)(=O)c1ccc(Cl)c(C(=O)NC)c1
  A: 9% | B: 3% | C: -16% | D: 1% | E: 5% | F: -6% | G: -8% | H: 1%
2. COc1ccc(-c2cn3nc(N4CCCC(C(=O)NCc5ccc(Cl)cc5)C4)sc3n2)cc1 (stereo unspecified)
  A: 10% | B: ? | C: -3% | D: ? | E: nt | F: nt | G: nt | H: -5%
3. O=C(Cc1ccccc1)c1c[nH]c(C(=O)NCCCN2CCOCC2)c1
  A: 2% | B: 10% | C: 2% | D: 13% | E: -2% | F: -13% | G: 20% | H: -4%
4. Cc1c(Br)c([N+](=O)[O-])nn1C(C)C(=O)Nc1ccc2c(c1)OCO2 (stereo unspecified)
  A: 5% | B: -19% | C: -6% | D: -21% | E: 11% | F: ? | G: -3% | H: 1%
5. COc1ccc(CCNC(=O)c2ccc3c(c2)N=C(C)c2ccccc2S3)cc1OC
  A: 4% | B: ? | C: -2% | D: ? | E: nt | F: nt | G: nt | H: 0%
6. Cc1cccc(C(=O)O/N=C(/c2ccccc2)c2ccncc2)c1
  A: 2% | B: -6% | C: 1% | D: -6% | E: 4% | F: ? | G: -2% | H: -5%
7. Cc1ccc(C(=O)NCCN2CCCC2)cc1
  A: -7% | B: -7% | C: 8% | D: -6% | E: 1% | F: -4% | G: -18% | H: -4%
8. CCOCC(=O)Nc1cc(C(=O)NCCc2ccccc2)ccc1Cl
  A: 3% | B: -6% | C: 1% | D: -3% | E: -4% | F: -11% | G: 18% | H: -5%
9. CCCS(=O)(=O)N1CC(=O)N(c2cc(C)ccc2C)C(C)(C(=O)NC2CCCCCC2)C1 (stereo unspecified)
  A: -3% | B: -2% | C: -10% | D: -1% | E: nt | F: nt | G: nt | H: 25µM*[quencher]
10. O=c1c([N+](=O)[O-])c(N2CCCCC2)c2ccccc2n1-c1ccccc1
  A: 2% | B: -6% | C: -1% | D: -8% | E: 3% | F: 10% | G: nt | H: 1%
11. CN(C)CC(O)CN1C(=O)NC(C)(C)C1=O (stereo unspecified)
  A: 1% | B: 13% | C: 2% | D: 5% | E: -1% | F: 3% | G: 9% | H: -1%
12. COC(=O)Nc1nc(-c2ccccc2)c(C(=O)c2ccc(Cl)cc2)s1
  A: -18% | B: -12% | C: 0% | D: 2% | E: 5% | F: -4% | G: nt | H: 1%
13. C/C(N)=C(/C#N)C(=O)COC(=O)c1ccccc1Oc1ccccc1
  A: -14% | B: -20% | C: -2% | D: -1% | E: -6% | F: -13% | G: 13% | H: -1%
14. COC(=O)[C@@]1(Cc2ccc(F)cc2)[C@@H]2[C@@H](CC(=O)[C@H]2CC(=O)C(=O)N(C)C)CN1C(=O)c1ccccc1
  A: -2%&-7% | B: -10%&-3% | C: 4%&4% | D: -14%&-4% | E: -3%&9% | F: 20%&0% | G: 0% | H: 0%&2%
15. COc1ccc(-n2c(SCC(=O)N3CCCC3)nc3ccccc3c2=O)cc1
  A: 7% | B: 9% | C: 0% | D: 3% | E: -4% | F: 28% | G: 5% | H: 0%
16. O=C(c1ccncc1)N1CCN(C(=O)c2cccc3ccccc23)CC1
  A: -4% | B: -2% | C: -2% | D: -7% | E: -7% | F: ? | G: -1% | H: 2%
17. CC(=O)/C=C\c1cn(-c2ncc(C(F)(F)F)cc2Cl)c2ccccc12
  A: -3% | B: -21% | C: -10% | D: ? | E: 6% | F: -7% | G: -2% | H: -2%
18. O=C(Cn1c(C(F)(F)F)nc2ccccc21)Nc1ccccc1C(=O)O
  A: -14% | B: -4% | C: -4% | D: -5% | E: 1% | F: -7% | G: nt | H: -1%
19. Cc1cc(/C=C2\C(=N)N3C(SCc4ccccc4)=NSC3=NC2=O)c(C)n1Cc1ccccc1
  A: 4% | B: -7% | C: 3% | D: -10% | E: -13% | F: -2% | G: nt | H: 2%
20. CCOc1cc(NC(=S)NCCCN2CCOCC2)c(OCC)cc1NC(=O)c1ccccc1
  A: 1% | B: -14% | C: 1% | D: -3% | E: -3% | F: ? | G: nt | H: 1%
21. C=C(C)CNC(=S)N/N=C/c1c(F)cccc1F
  A: 0% | B: -7% | C: -4% | D: -7% | E: -4% | F: ? | G: 9% | H: 2%
22. CCOC(=O)c1c(CN2CCC(C)CC2)n(C)c2cc(Br)c(OC)cc12
  A: -9% | B: -11% | C: 1% | D: nt | E: 9% | F: nt | G: nt | H: -2%
23. COc1ccc(C(=O)Cn2c(Cl)nc3c2c(=O)n(C)c(=O)n3C)cc1
  A: 2% | B: -2% | C: -3% | D: -4% | E: 1% | F: nt | G: 1% | H: -1%
24. Cc1ccc(S(=O)(=O)N/N=C/c2cc([N+](=O)[O-])ccc2O)cc1[N+](=O)[O-]
  A: -3% | B: -14% | C: -2% | D: ? | E: 4% | F: 13µM* | G: -28% | H: -1%
25. CCOC(=O)COc1ccc(/C=C2\NC(=S)N(CC)C2=O)cc1
  A: -9% | B: -6% | C: 1% | D: -18% | E: -5% | F: ? | G: -9% | H: -1%
26. CCOC(=O)N1CCN(C(=O)c2ccc3nc4ccsc4c(=O)n3c2)CC1
  A: -3% | B: 6% | C: -19% | D: -1% | E: ? | F: ? | G: 5% | H: 3%
27. COC(=O)CSc1nc2ncccc2[nH]1
  A: 12% | B: 1% | C: -5% | D: -9% | E: 3% | F: 7% | G: nt | H: 2%
28. CCOC(=O)N1CCN(c2c(NCCCN(C)c3ccccc3)c(=O)c2=O)CC1
  A: 4% | B: -10% | C: 8% | D: -6% | E: 7% | F: ? | G: nt | H: 0%
29. CC(C)COC(=O)Nc1nnc(SCCOc2ccccc2)s1
  A: 2% | B: 2% | C: -13% | D: 2% | E: 0% | F: 13% | G: 6% | H: 2%
30. Cc1onc(-c2ccccc2Cl)c1C(=O)Oc1cccc2cccnc12
  A: -14% | B: -23% | C: -2% | D: -14% | E: -6% | F: -8% | G: ? | H: 0%
31. Cc1c2cnn(-c3ccccc3)c(=O)c2c(C)n1CCCC(=O)N1CCN(C)CC1
  A: 6% | B: -1% | C: -4% | D: -14% | E: -5% | F: ? | G: nt | H: 0%
32. CCC[n+]1c(C)sc2c3c(ccc21)CCCC3
  A: -5% | B: -11% | C: 24% | D: ? | E: -6% | F: 0% | G: -5% | H: 13%
33. COc1ccc(C(=O)Nc2nc3ccccc3c(=O)[nH]2)cc1
  A: -11% | B: -14% | C: 3% | D: ? | E: -6% | F: 0% | G: nt | H: -2%
34. Cc1ccccc1-c1nn(-c2ccc(F)cc2F)cc1CNCCCO
  A: 2% | B: 0% | C: -1% | D: 2% | E: 1% | F: -9% | G: -5% | H: -2%
35. CCCNC(=O)CCc1nnc2ccc(N3CCN(c4cccc(OC)c4)CC3)nn12
  A: 8% | B: -8% | C: 0% | D: -9% | E: nt | F: nt | G: nt | H: -1%
36. CCOc1ccc2nc(NC(=O)Cn3[nH]c(=O)c4ccccc4c3=O)sc2c1
  A: -3% | B: -21% | C: 2% | D: ? | E: 3% | F: nt | G: -10% | H: -2%
37. CC(=O)c1cccc(NC(=S)NC(=O)C(C)C)c1
  A: -5% | B: -6% | C: -3% | D: -2% | E: 3% | F: 7% | G: 3% | H: 0%
38. Cn1c(=O)[nH]c(=O)c2c1nc(N(CCO)Cc1ccccc1)n2CCCc1ccccc1
  A: 2% | B: -8% | C: -1% | D: -11% | E: 1% | F: -14% | G: nt | H: -2%
39. O=[N+]([O-])c1cc2c(cc1/C=N/n1cnnc1)OCO2
  A: 2% | B: -5% | C: 3% | D: -4% | E: 9% | F: 0% | G: nt | H: -1%
40. COCCNC(=O)C(=O)NCC1OCCN1C(=O)c1ccc(Cl)cc1 (stereo unspecified)
  A: -4% | B: -8% | C: 5% | D: -4% | E: 2% | F: 9% | G: 7% | H: -1%

One compound at a time, as listed above. Order of screens: Tau fibril FP, Tau fluor counter, TRb SRC2 PPI, Tau fibril ThT, aGal spleen mod, ALDH1A1 block, L3MBTL1 block, TexasRed fluor
CCCNC(=O)CCc1nnc2ccc(N3CCN(c4cccc(OC)c4)CC3)nn12 in the list: 8%, -8%, 0%, -9%, nt, nt, nt, -1%
COCCNC(=O)C(=O)NCC1OCCN1C(=O)c1ccc(Cl)cc1 (stereo unspecified) in the list: -4%, -8%, 5%, -4%, 2%, 9%, 7%, -1%

Molecules listed so far that have an aryl methoxy group, in the order listed:
Letters – A = Tau fibril FP; B = Tau fluor counter; C = TRb SRC2 PPI; D = Tau fibril ThT; E = aGal spleen mod; F = ALDH1A1 block; G = L3MBTL1 block; H = TexasRed fluor
2. COc1ccc(-c2cn3nc(N4CCCC(C(=O)NCc5ccc(Cl)cc5)C4)sc3n2)cc1 (stereo unspecified)
  A: 10% | B: ? | C: -3% | D: ? | E: nt | F: nt | G: nt | H: -5%
5. COc1ccc(CCNC(=O)c2ccc3c(c2)N=C(C)c2ccccc2S3)cc1OC
  A: 4% | B: ? | C: -2% | D: ? | E: nt | F: nt | G: nt | H: 0%
15. COc1ccc(-n2c(SCC(=O)N3CCCC3)nc3ccccc3c2=O)cc1
  A: 7% | B: 9% | C: 0% | D: 3% | E: -4% | F: 28% | G: 5% | H: 0%
22. CCOC(=O)c1c(CN2CCC(C)CC2)n(C)c2cc(Br)c(OC)cc12
  A: -9% | B: -11% | C: 1% | D: nt | E: 9% | F: nt | G: nt | H: -2%
23. COc1ccc(C(=O)Cn2c(Cl)nc3c2c(=O)n(C)c(=O)n3C)cc1
  A: 2% | B: -2% | C: -3% | D: -4% | E: 1% | F: nt | G: 1% | H: -1%
33. COc1ccc(C(=O)Nc2nc3ccccc3c(=O)[nH]2)cc1
  A: -11% | B: -14% | C: 3% | D: ? | E: -6% | F: 0% | G: nt | H: -2%
35. CCCNC(=O)CCc1nnc2ccc(N3CCN(c4cccc(OC)c4)CC3)nn12
  A: 8% | B: -8% | C: 0% | D: -9% | E: nt | F: nt | G: nt | H: -1%

Rows are unselected; about 8.5% have a hit in one of these screens.
